Screening data deposited in PubChem by several laboratories.
DSG3 Ab inh: inhibitors of pemphigus antibody binding to human desmoglein-3 | P32926 | DSG3-coupled beads, scFv-anti-DSG3-GFP binding, flow cytometry; stronger effect = lower value | binding (percent of control), % at 10 µM | actives 0.48% (n = 310,000) | AID 588358;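 active means binding more than 3 SD below its plate's average and above zero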;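 further: hits lower antibody fragment binding to DSG3; some compounds called inactive have numbers as strong as hits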
HTR5A ag ctr: activates human HTR5A in OPRM1-OPRD1 agonist counter-screen | P47898 | HTR5A agonist assay, luminescence, cell-based | activation, % at 9.3 µM | actives 0.61% (n = 340,000) | AID 504692; in the data active means activation mostly above about 9.5%, no sharp cut-off; inactive means mostly below about 7.6%;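 further: 0% = cells with vehicle only and 100% = reference agonist; strong numbers were not always called active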
Target sequence (P47898 whole entry, looked up): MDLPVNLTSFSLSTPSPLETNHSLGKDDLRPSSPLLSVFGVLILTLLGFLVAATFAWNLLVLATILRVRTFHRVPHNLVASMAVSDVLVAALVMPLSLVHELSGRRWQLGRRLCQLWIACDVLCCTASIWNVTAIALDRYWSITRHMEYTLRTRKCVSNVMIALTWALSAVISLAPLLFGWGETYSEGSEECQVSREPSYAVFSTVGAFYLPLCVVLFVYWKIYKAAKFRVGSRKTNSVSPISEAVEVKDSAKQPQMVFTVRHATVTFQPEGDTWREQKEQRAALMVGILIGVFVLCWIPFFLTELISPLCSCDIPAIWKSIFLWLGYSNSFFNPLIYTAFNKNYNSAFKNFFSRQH
DAGLB inhibitor: blocks human DAGLB lipase activity; Q8NCG7; HEK293T DAGLB membrane lysate, EnzChek fluorogenic substrate; inhibition, % at 5.17 µM; actives 0.059% (n = 340,000); in the data active means inhibition above about 34%;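 further: 0% = enzyme with vehicle and 100% = wells lacking enzyme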
Target sequence (Q8NCG7 whole entry, looked up): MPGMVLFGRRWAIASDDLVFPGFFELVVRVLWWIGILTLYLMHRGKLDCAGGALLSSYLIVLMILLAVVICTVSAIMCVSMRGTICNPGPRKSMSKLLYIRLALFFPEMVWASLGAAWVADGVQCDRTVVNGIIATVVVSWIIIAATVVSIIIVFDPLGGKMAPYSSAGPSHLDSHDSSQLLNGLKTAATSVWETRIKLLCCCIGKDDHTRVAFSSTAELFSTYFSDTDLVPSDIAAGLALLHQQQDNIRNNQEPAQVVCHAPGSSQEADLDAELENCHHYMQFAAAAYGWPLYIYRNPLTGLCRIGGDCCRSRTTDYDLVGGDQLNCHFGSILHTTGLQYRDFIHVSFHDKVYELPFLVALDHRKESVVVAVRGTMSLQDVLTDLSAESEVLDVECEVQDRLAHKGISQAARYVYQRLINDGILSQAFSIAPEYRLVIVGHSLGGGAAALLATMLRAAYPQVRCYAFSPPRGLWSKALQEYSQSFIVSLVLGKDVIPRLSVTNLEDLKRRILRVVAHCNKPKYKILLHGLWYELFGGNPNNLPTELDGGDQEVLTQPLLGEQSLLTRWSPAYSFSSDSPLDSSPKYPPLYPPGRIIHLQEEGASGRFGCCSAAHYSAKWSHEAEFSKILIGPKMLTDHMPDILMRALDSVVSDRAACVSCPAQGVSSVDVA
HTR5A inv ag: counter-screen for OPRM1-OPRD1 inverse agonists: human HTR5A inverse agonism; HTR5A cell line, luminescence; inhibition, % at 9.3 µM; actives 0.083% (n = 340,000); AID 504634; in the data active means inhibition mostly above about 23%, no sharp cut-off; inactive means mostly below about 18%;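 further: 0% = cells with DMSO and 100% = no-cell wells with DMSO; some compounds called inactive have numbers as strong as hits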
V-ATPase pHluor: regulators of yeast V-ATPase proton transport. S. cerevisiae, pHLuorin cytosolic pH fluorescence. response, % at 10 µM. actives 0.37% (n = 350,000); in the data active means response mostly above about 7.3%, no sharp cut-off; inactive means mostly below about 5.4%; further: actives read high; inactives centre near 0; some compounds called inactive have numbers as strong as hits; reference of the scale not given here
PKA-R1A act: PKA-R1A complex activation; PKA-R1A dissociation, Cy5-IP20 fluorescence polarization; scaled: DMSO 0%, 113 µM cGMP 100%; activation, % at 11.4 µM; actives 0.083% (n = 340,000); AID 504707;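 active means percent activation above the mean of all tested compounds plus 3 SD, cut at about 19% in these data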;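 further: higher means more PKAc released from R1A so a rise in polarization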
OPRM1-OPRD1 inv: inverse agonists of human mu-delta opioid receptor heterodimerization; actives 0.21% (n = 340,000); cell-based MOR-DOR heterodimer luminescence, inverse agonism; inhibition, % at 9.3 µM; P35372+P41143; in the data active means inhibition above about 22%, passing the limit was not always enough;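 further: 0% = cells with DMSO and 100% = wells without cells with DMSO; values of inactives mirror those of a sister screen read the other way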
OPRM1-OPRD1 ag: OPRM1-OPRD1 heterodimerization agonism; P35372+P41143; cells, luminescence; activation, % at 9.3 µM; actives 0.3% (n = 340,000); in the data active means activation above about 18%;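 further: 0% = vehicle-treated cells and 100% = reference agonist; values of inactives mirror those of a sister screen read the other way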
Arr AP2 block: inhibitors of human beta-arrestin and AP2 interaction. actives 0.31% (n = 340,000). FITC-arrestin peptide / GST-AP2 beads, flow cytometry; AP2 beta2 appendage carries R879A mutation. inhibition, % at 10 µM. AID 504490;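 active means inhibition above a set limit, near 3 SD of compounds lacking own fluorescence, cut at about 54% in these data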;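 further: plate controls were DMSO wells for no effect and 5 µM unlabelled arrestin peptide for full effect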
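System: GST-AP2 R879A glutathione beads. Medium: PBS with 0.05% Tween 20 and 0.1% BSA. Also added: FITC-arrestin peptide, 50 nM. Incubation: 12 min plus 1 h, RT. Measured by: high-throughput flow cytometry of beads, ex 488, em 535 nm. Evaluation: percent drop in bead-associated FITC signal.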
PKA-R2B activ: activators of human PKA-R2B complex; P22694+P31323; PKA-R2B holoenzyme dissociation, Cy5-IP20 fluorescence polarization; R2B truncated from residue 108, S112A mutant; 0% DMSO only, 100% 113 µM cGMP; activation, % at 11.4 µM; actives 0.079% (n = 340,000); AID 504700;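 active means activation above a cutoff set at the mean over all compounds plus 3 SD, cut at about 18% in these data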;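 further: higher means more holoenzyme dissociation and a rise in polarization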
Starred values were filed as active, the others as inactive; · = not tested or not shown. Outcome played no part in choosing rows; 2.4% or so of the library scored in one or more.

SMILES	DSG3 Ab inh	HTR5A ag ctr	DAGLB inhibitor	HTR5A inv ag	V-ATPase pHluor	PKA-R1A act	OPRM1-OPRD1 inv	OPRM1-OPRD1 ag	Arr AP2 block	PKA-R2B activ
COc1ccc(NS(=O)(=O)c2ccc(-c3cnc(C4CC4)o3)cc2)cc1OC	124	-4	1	14	8	1	-21	4.2	7	1
CCC1CCc2c(sc(NC(C)=O)c2C#N)C1 (stereo unspecified)	110	0	-7	7	-6	-12	10	-1.8	12	-3
Cc1cccc(C)c1NC(=O)CNC(=O)C1CC(=O)N(Cc2ccccc2)C1 (stereo unspecified)	98	-3	0	24	-10	8	4	-0.6	30	0
Cc1ccc(S(=O)(=O)N2CCN(C(=O)CCC(=O)Nc3ccc(F)cc3F)CC2)cc1	98	2	1	2	-2	4	7	-1.9	23	8
Cc1cccnc1CN1CCN(C(=O)c2cc(COc3ccc4ncccc4c3)on2)CC1	110	1	2	36	-4	-3	-2	0.3	16	-7
COc1ccc(S(=O)(=O)NC(C)C(=O)NCCN2CCOCC2)cc1Cl (stereo unspecified)	122	6	-1	-17	-1	0	-4	0.5	-9	7
COc1ccc(CCC(C)NCCc2ccc(Cl)cc2Cl)cc1 (stereo unspecified)	107	2	-8	-8	4	-8	-58	12	-16	3
CCOC(=O)[C@@H]1[C@H]2COc3ccccc3[C@@H]2N2C(=O)N(c3ccc(C)cc3)C(=O)[C@@]12C	104	-2	-4	0	1	9	9	-1.5	-7	4
CCc1cc2c(=O)[nH]cnc2s1	100	3	-1	1	3	-1	11	-2.5	34	-2
CN(C)C(=O)CSc1nnc([C@H](Cc2c[nH]c3ccccc23)NC(=O)OC(C)(C)C)o1	102	3	1	14	-8	-16	11	-2.2	23	2
Cc1ccc(-c2cc(-c3ccc(C)o3)nc(N)c2C#N)cc1	100	1	8	-19	3	-5	7	-1.2	13	1
CCN(CC)Cc1cc(C(=O)O)c(-c2ccccc2)o1	103	1	-4	12	-1	-2	1	-0.2	5	-5

Reprinted from the part before: 3 compounds, followed by the next part.
SMILES	DSG3 Ab inh	HTR5A ag ctr	DAGLB inhibitor	HTR5A inv ag	V-ATPase pHluor	PKA-R1A act	OPRM1-OPRD1 inv	OPRM1-OPRD1 ag	Arr AP2 block	PKA-R2B activ
CN(C)C(=O)CSc1nnc([C@H](Cc2c[nH]c3ccccc23)NC(=O)OC(C)(C)C)o1	102	3	1	14	-8	-16	11	-2.2	23	2
Cc1ccc(-c2cc(-c3ccc(C)o3)nc(N)c2C#N)cc1	100	1	8	-19	3	-5	7	-1.2	13	1
CCN(CC)Cc1cc(C(=O)O)c(-c2ccccc2)o1	103	1	-4	12	-1	-2	1	-0.2	5	-5
COc1cc(CN(CC2CCCO2)C(=O)c2cccs2)cc(OC)c1OC (stereo unspecified)	98	-4	-2	16	5	-3	14	-2.7	-8	2
C[C@@]12C(=O)Nc3ccccc3C(=O)N1[C@H]1c3cc(Cl)ccc3OC[C@@H]1[C@@H]2c1ccccc1	93	-2	-1	7	-7	-13	-15	2.5	3	-9
Cc1ccc(CNC(=O)C2CCCN(S(=O)(=O)c3c(C)[nH]c(=O)[nH]c3=O)C2)cc1 (stereo unspecified)	95	1	2	5	-3	-6	5	-0.8	-3	-7
O=C(O)Cc1sc(-c2ccc(Cl)cc2)nc1-c1ccccc1	·	1	4	-2	2	4	15	-2.5	2	-17
Clc1ccc2nc(CN3CCCCC3)cn2c1	97	2	-2	11	-4	-2	14	-2.4	5	-4
COc1cc(-c2nc3ccc(C)cn3c2Nc2ccc3c(c2)OCCO3)ccc1O	98	43*	4	-108	-2	-6	-13	2.5	2	-2
COc1ccccc1NC(=O)NC1(C(=O)NCC2CCCO2)CCCCC1 (stereo unspecified)	·	-4	-1	10	5	-1	1	-0.1	0	4
CS(=O)(=O)Nc1ccc2c(c1)ncn2CCc1ccccc1	103	2	-4	-7	-2	-6	12	-2.7	22	0
O=C(Nc1c(-c2ccccc2)nc2ccccn12)c1ccco1	99	2	-2	-6	0	-3	2	-0.4	-7	-17
CC(=O)NC1CC2CCCC(C1)N2S(=O)(=O)c1ccccc1 (stereo unspecified)	103	0	-1	-9	0	-5	17	-3.2	1	-9
N#Cc1cccc(CN2C=NS(=O)(=O)c3ccccc32)c1	94	2	0	-6	-1	-2	10	-2.2	-22	6
O=C(O)c1ccn2c(C(=O)c3ccc(Cl)cc3)c(-c3ccccc3)cc2c1	103	2	10	-4	-5	-8	5	-0.9	-5	-11
CC(=O)c1ccc(N2CCN(CC(=O)Nc3cc(C)on3)CC2)cc1	103	2	0	-6	1	0	6	-1.2	-21	5
N#Cc1c(NC(=O)/C=C/c2ccco2)sc2c1CCCC2	96	1	6	-2	1	-1	0	0.1	·	-12
O=C(CSc1nc2ccc(Cl)cc2[nH]1)Nc1ccc2c(c1)CCC2	101	-1	-2	3	-1	-5	-34	5.0	4	-4
COc1cc2c(cc1OC)C(C)N(C(=S)NC(=O)c1ccccc1)CC2 (stereo unspecified)	99	1	1	-2	-13	-2	-3	0.6	-8	1
O=S(=O)(NN=C1CCCCCCC1)c1ccc(Br)cc1	91	9.9*	-4	-49	1	-16	13	-2.2	6	-6
CC(C)(C)OC(=O)N/N=C\C=C\c1ccc2c(c1)OCO2	95	5	0	-12	1	1	0	0.0	-7	-6
CSc1ccccc1NC(=O)c1ccc(N2CCCC2=O)cc1	120	8	-2	-20	-3	-12	13	-3.2	21	3
CCc1cc2c(SCC(=O)Nc3ccc(Cl)cn3)ncnc2s1	92	2	2	-27	-3	-17	0	0.0	3	-12
Cc1nnc(N2C(=O)C(=O)/C(=C(\O)c3ccc4c(c3)CC(C)O4)C2c2ccccc2)s1 (stereo unspecified)	102	-1	2	3	1	-14	2	-0.4	2	10
Cc1cccc(C(=O)NCC(=O)NC(C)c2ccc(-n3ccnc3)cc2)c1 (stereo unspecified)	98	-3	-1	7	4	1	14	-2.7	38	4
CCOc1cc(/C=C/C(=O)O)ccc1OCCO	103	-4	1	18	1	-15	16	-3.1	-4	-15
Cc1nc2c(nnn2Cc2ccccc2Cl)c(=O)[nH]1	98	7	-1	-13	0	0	1	-0.3	5	-7
Oc1ccc(-c2cn3c(n2)SCC3)cc1	100	-1	-3	8	5	-3	12	-2.1	12	0
COc1cc(CC(=O)O)c([N+](=O)[O-])cc1OC	101	-2	0	-13	1	-2	22	-4.1	37	3
Cc1cccc(NC(=S)NNC(=O)c2ccccc2OC(F)F)c1	98	-1	-2	26	3	1	18	-3.4	31	-9
COC(C[C@@H]1O[C@@H]1[C@H](O)COCc1ccccc1)OC	100	3	-2	-16	-2	-5	6	-1.0	20	-3
COc1ccc(C(=O)Nc2ccc(C(=O)O)cc2NC(=O)c2ccc(OC)cc2)cc1	100	1	-1	-3	1	-1	11	-1.9	2	-4
COc1ncnc2sc3c(c12)CCCC3	101	-2	-1	-15	-1	-5	-7	1.3	6	2
CCOc1ccc(N2C(=O)CS/C2=N/NC(=O)COc2ccc3ccccc3c2)cc1	99	6	-5	-26	6	-6	-2	0.3	6	-4
O=C(/C(=N\O)n1cncn1)c1ccc(Br)cc1Br	105	0	5	-26	1	8	-1	0.2	3	-1
CN[C@@H](CO)C(=O)NC[C@H]1O[C@@H](n2cc(C)c(=O)[nH]c2=O)C[C@@H]1O	·	·	7	·	-1	4	·	·	·	0
O=C(Nc1ccc(C(=O)N2CCN(c3ccc(F)cc3)CC2)cc1)C1=CSCCO1	99	-4	2	6	-4	7	17	-3.3	-6	-11
CC(C)CC(=O)NC(=S)N1CCCCCC1	95	6	0	0	5	6	10	-1.7	-2	-7
Cc1cc(-c2nnc(CCC(=O)NC(C)c3ccc(F)cc3)o2)no1 (stereo unspecified)	102	-1	-2	2	0	-8	20	-3.9	13	-2
CCOC(=O)C1(CCCc2ccccc2)CCN(C(=O)CCN2CCCCC2=O)CC1	·	1	1	-26	0	-4	14	-2.7	2	-3
O=C(C1=C(O)C(=O)N(Cc2ccco2)C1c1ccccc1F)c1cccs1 (stereo unspecified)	94	5	6	-15	-3	-9	-2	0.3	7	-3
CC(C)(C)C(=O)N1CCN(C(=O)c2ccco2)CC1	112	2	-1	-5	-6	7	-11	1.4	21	0
Cc1ccc(NC(=O)c2sc3nc(N4CCOCC4)c4c(c3c2N)CC(C)(C)OC4)cc1	108	5	1	-20	9	-11	-13	2.6	-11	8
Cc1cccc(C)c1NC(=O)C1c2cccc[n+]2CC(=O)N1Cc1cccs1 (stereo unspecified)	106	-2	2	-9	5	-11	2	-0.3	7	-1
Cc1ccc2sc(NNC(=O)c3ccc4c(c3)OCCO4)nc2c1C	92	14	-15	-38	4	-13	-10	2.0	0	-4
O=C(N/C(=C/c1ccco1)C(=O)N1CCOCC1)c1ccc([N+](=O)[O-])cc1	97	2	0	10	-1	-7	13	-2.5	2	2
O=C(/C=C/c1ccccc1)NCCc1ccccc1	98	2	-2	-28	-2	-6	7	-1.2	-5	-10
COc1ccc(S(=O)(=O)Nc2ccc(S(=O)(=O)Nc3nccs3)cc2)cc1	109	5	3	-13	8	-1	14	-2.7	-18	-8
Cc1cccc(C(=O)N2CCC(n3nnc4cc(F)ccc43)CC2)c1	102	-1	3	-3	-3	-16	0	0.1	-2	1
Cc1cc(=O)oc2ccc(OCC(=O)N3CCC(C)CC3)cc12	·	6	-1	6	-1	-6	12	-2.8	-1	-5
Cn1c(COc2ccccc2)nnc1SCCN1CCOCC1	·	1	2	-3	1	-1	7	-1.2	-6	-4
Cc1onc(-c2c(F)cccc2Cl)c1C(=O)NC1CCSC1=O (stereo unspecified)	·	-2	-8	-28	-1	4	7	-1.2	4	-3
Cc1ccc(C)c(Cn2c(=O)c3c(nc4n3CCN4Cc3ccco3)n(C)c2=O)c1	100	·	-1	·	-5	-2	·	·	24	3
O=C(NCCc1ccccc1F)N[C@@H](Cc1ccccc1)C(=O)O	95	-2	1	7	-2	2	9	-1.9	7	4
CCOC(=O)Cn1c(=O)n(CC(=O)OCC)c2ccccc21	102	3	0	4	2	2	8	-1.5	0	-9
N#CC(C(=O)C12CC3CC(CC(C3)C1)C2)c1nc2ccccc2[nH]1 (stereo unspecified)	·	-6	-1	15	-6	5	-27	4.7	44	-8
Cc1ccc(N2CCN(CCc3nc4cc(NC(=O)c5ccco5)ccc4n3C)CC2)cc1	106	-1	2	2	6	14	9	-1.8	4	5
Cn1c(=O)c2c(nc(Oc3ccc4ccccc4c3)n2C)n(C)c1=O	97	0	0	-10	-1	-8	10	-1.9	-14	-3
CC1(C)[N+]([O-])=C2C(=[N+]([O-])C1(C)C)c1ccccc1/C2=N\O	101	1	-2	-3	4	0	14	-3.0	7	2
CCN(CC)C1CCN(C(=O)c2cc(COc3ccccc3SC)on2)C1 (stereo unspecified)	91	4	2	-7	6	-7	17	-3.3	-4	7
COc1ccc(CCNC(=O)c2[nH]c(C)c(C(C)=O)c2C)cc1	94	0	-2	1	-2	4	8	-1.4	17	-3
